Bioassay records (PubChem)
K1F lysis inhibition – inhibition of K1F phage lysis, E. coli UTI89, bacterial capsule biogenesis inhibitors, alamar blue (AID 488966) | E. coli UTI89 K1F phage lysis, alamar blue, 2 h; higher % means a stronger effect | one-dose inhibition, % at 100 µM; IC50 in µM for titrated hits | 340,000 compounds, 0.02% hits;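 active = phage lysis inhibition, versus mean bacterial control, above a set limit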;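 note: capsule biogenesis inhibitors block K1F phage lysis so surviving cells raise fluorescence; higher fluorescence means more inhibition of phage lysis; actives were called in the ten point dose series up to 300 µM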
* hit, by the source's call; [ ] = remark or other dose. The list is partial; count on the stated rates, not on these rows.

The first 13 compounds, to show the layout:
SMILES | K1F lysis inhibition
CCCCn1c(N)c(N(CC(C)C)C(=O)c2cc(-c3ccc(OC)c(OC)c3)nc3ccccc23)c(=O)[nH]c1=O | -1.2%[50 µM]
C#CCOCCOCCOCCNc1nc(N2CCN(C(=O)[C@H]([C@@H](C)O)n3cc(CCCCN)nn3)CC2)nc(N2CCN(C(=O)[C@H](CCCCN)n3cc(CC(C)O)nn3)CC2)n1 (stereo not given in full) | 0.1%
CCOc1ccc(NS(=O)(=O)c2cc(C(=O)N(CC)CC(=O)NCc3cccs3)ccc2C)cc1 | 0.2%[50 µM]
CCOC(=O)c1c(C)[nH]c(C(C)=NNC(=O)Cn2nc(C)cc2C)c1C | 0.1%[50 µM]
COc1ccccc1NS(=O)(=O)c1cccc(NC(=O)C(C)NC(=O)c2ccco2)c1 (stereo not given) | 2.6%[50 µM]
CC(C)Cn1c(N)c(C(=O)COC(=O)/C=C/c2ccccc2)c(=O)n(C)c1=O | 0.4%[50 µM]
CC1(C)CCc2cc(S(=O)(=O)N3CCN(S(=O)(=O)c4c(F)cccc4F)CC3)ccc2O1 | 0.7%
O=C(Nc1ccccc1OC(=O)c1ccccc1)c1ccccc1 | -5.2%
Cc1cc(C)n2nc(SCC(=O)N3CCN(c4ccccc4)CC3)nc2n1 | -1.8%
O=C(c1cccnc1)N(Cc1ccccc1)C(=O)c1cccnc1 | -1.2%
O=C(CN1CCN(C(=O)CCC(=O)N2CCC(c3ccccc3)=N2)CC1)Nc1ccc(F)cc1 | 0.8%[50 µM]
O=C(NCC(c1ccco1)N1CCc2ccccc2C1)C(=O)Nc1cc(F)ccc1F (stereo not given) | 1.1%[50 µM]
N#Cc1ccccc1S(=O)(=O)N1CCN(C(=O)C2CC(=O)N(c3ccc4c(c3)OCCO4)C2)CC1 (stereo not given) | 1.0%[50 µM]

All compounds of this part, repeating the preview:
SMILES | K1F lysis inhibition
CCCCn1c(N)c(N(CC(C)C)C(=O)c2cc(-c3ccc(OC)c(OC)c3)nc3ccccc23)c(=O)[nH]c1=O | -1.2%[50 µM]
C#CCOCCOCCOCCNc1nc(N2CCN(C(=O)[C@H]([C@@H](C)O)n3cc(CCCCN)nn3)CC2)nc(N2CCN(C(=O)[C@H](CCCCN)n3cc(CC(C)O)nn3)CC2)n1 (stereo not given in full) | 0.1%
CCOc1ccc(NS(=O)(=O)c2cc(C(=O)N(CC)CC(=O)NCc3cccs3)ccc2C)cc1 | 0.2%[50 µM]
CCOC(=O)c1c(C)[nH]c(C(C)=NNC(=O)Cn2nc(C)cc2C)c1C | 0.1%[50 µM]
COc1ccccc1NS(=O)(=O)c1cccc(NC(=O)C(C)NC(=O)c2ccco2)c1 (stereo not given) | 2.6%[50 µM]
CC(C)Cn1c(N)c(C(=O)COC(=O)/C=C/c2ccccc2)c(=O)n(C)c1=O | 0.4%[50 µM]
CC1(C)CCc2cc(S(=O)(=O)N3CCN(S(=O)(=O)c4c(F)cccc4F)CC3)ccc2O1 | 0.7%
O=C(Nc1ccccc1OC(=O)c1ccccc1)c1ccccc1 | -5.2%
Cc1cc(C)n2nc(SCC(=O)N3CCN(c4ccccc4)CC3)nc2n1 | -1.8%
O=C(c1cccnc1)N(Cc1ccccc1)C(=O)c1cccnc1 | -1.2%
O=C(CN1CCN(C(=O)CCC(=O)N2CCC(c3ccccc3)=N2)CC1)Nc1ccc(F)cc1 | 0.8%[50 µM]
O=C(NCC(c1ccco1)N1CCc2ccccc2C1)C(=O)Nc1cc(F)ccc1F (stereo not given) | 1.1%[50 µM]
N#Cc1ccccc1S(=O)(=O)N1CCN(C(=O)C2CC(=O)N(c3ccc4c(c3)OCCO4)C2)CC1 (stereo not given) | 1.0%[50 µM]
Cc1ccc(OCC(=O)N2C(C)CCCC2C)c([N+](=O)[O-])n1 (stereo not given) | 0.6%[50 µM]
CC1CC(=O)c2ccccc2C1C (stereo not given) | 9.4%
CC(C)C[C@@H](CN1CCCC1CN1C(=S)NC[C@@H]1Cc1ccc(O)cc1)N1C[C@H](Cc2ccc(O)cc2)N(CCc2ccccc2)C1=S (stereo not given in full) | 0.3%
Cc1cc(C(=O)Nc2cccc3c2O[C@@H](CN(C)S(C)(=O)=O)[C@H](C)CN([C@@H](C)CO)C3=O)n(C)n1 | 0.3%
CC(=O)Nc1ccc(OCC(O)CNC(C)C)cc1 (stereo not given) | 5.1%
CC(Sc1n[nH]c(-c2ccccc2F)n1)C(=O)Nc1ccc(S(N)(=O)=O)cc1 (stereo not given) | 0.3%[50 µM]
O=C(Nc1nnc(C2CC2)s1)c1cncc(Br)c1 | 0.5%[50 µM]
COc1ccc(-c2nnn(CC(=O)N(Cc3ccc(F)cc3)C(C(=O)NC3CCCC3)c3ccc(F)cc3)n2)cc1 (stereo not given) | 0.0%
C[C@H]1O[C@H](O[C@H]2[C@H](O[C@@H]3CC[C@@]4(C)C(CC[C@]5(C)C4CC=C4[C@@H]6CC(C)(C)CC[C@]6(C(=O)O[C@@H]6O[C@H](CO)[C@@H](O)[C@H](O)[C@H]6O)CC[C@]45C)C3(C)C)O[C@H](C(=O)O)[C@@H](O)[C@@H]2O)[C@@H](O)[C@@H](O)[C@@H]1O (stereo not given in full) | -2.1%
COc1cccc(C2=CC(=O)C[C@H](c3ccc4c(c3)OCO4)C2)c1OC | 0.6%
Cc1ccn2c(=O)nc(SCC(=O)N3CCCCCC3)nc2c1 | 0.4%[50 µM]
O=C(C=Cc1ccco1)c1ccc([N+](=O)[O-])cc1 | 2.5%
Next results:
SMILES | K1F lysis inhibition
CCc1ccc(C(=O)OCC(=O)N2CCCCCC2)cc1 | 1.0%[50 µM]
COc1ccccc1C(CNC(=O)CNC(=O)c1ccc(Cl)c(Cl)c1)N1CCCC1 (stereo not given) | 0.8%[50 µM]
CC(C)C[C@@H](CNCC(=O)[C@H](CC(C)C)NC(=O)c1[nH]cnc1C(=O)N[C@@H](C)CN)NC(=O)c1nc[nH]c1C(=O)N[C@@H](C)C(=O)O | 0.1%
COc1ccc(NC(=O)CCN2C(=O)C3CC=CCC3C2=O)cc1S(=O)(=O)N1CCCCC1 (stereo not given) | 1.0%[50 µM]
COc1ccc(NC(=O)CN(C)C(=O)CSCC(=O)Nc2ccc(C)cc2)cc1 | -1.2%
COc1ccccc1NC(=O)C(C)OC(=O)CCNS(=O)(=O)c1cccc(C(F)(F)F)c1 (stereo not given) | 0.8%[50 µM]
O=S(=O)(NCCc1ccccc1)c1ccc(F)cc1Br | 1.1%
C/C(=N\NC(=O)c1cccc(S(=O)(=O)N2CCCC2)c1)c1ccc(F)cc1 | 0.2%[50 µM]
CCCCn1c(N)c(N(CCOC)C(=O)COC(=O)C(C)(C)Oc2ccc(Cl)cc2)c(=O)[nH]c1=O | 0.7%[50 µM]
CC1(C)C[C@@H]1C(=O)N/C(=C\CCCCSC[C@H](N)C(=O)O)C(=O)O | 1.4%
O=C(COC(=O)/C=C/c1ccc(F)cc1)NC1CCS(=O)(=O)C1 (stereo not given) | 1.1%[50 µM]
Cn1c(N)c(C(=O)COC(=O)/C=C/c2ccc(Cl)cc2)c(=O)n(C)c1=O | -0.1%[50 µM]
COc1ccc(NC(=O)CCCN2C(=O)CN(C)C2=O)c(OC)c1 | -0.2%[50 µM]
CCC(=O)c1ccc(OCC(=O)N(CC)CC2COc3ccccc3O2)cc1 (stereo not given) | 0.6%[50 µM]
CC(Sc1cccc[n+]1[O-])C(=O)Nc1cc(Cl)c(Cl)cc1Cl (stereo not given) | -1.9%
O=C(NS(=O)(=O)N1CCCC1)C1=C(N2CCCC2)COC1=O | -0.2%
CCN(CC(=O)NCc1cccs1)C(=O)c1cccc(S(=O)(=O)N(CC)c2ccccc2)c1 | 0.5%[50 µM]
CN(C)S(=O)(=O)n1cnc([C@H]2c3c(ncn3Cc3ccccc3)C[C@H]3COC(=O)[C@@H]32)c1 | 1.3%
Cc1ccccc1NS(=O)(=O)c1ccc(C(=O)NCCCN2CCOCC2)cc1 | -0.3%[50 µM]
CCN(CC)c1nc(NN)nc(Nc2ccc(C)c(Cl)c2)n1 | -0.8%
COCCN(Cc1nc2ccccc2c(=O)[nH]1)C(=O)c1cccc(S(=O)(=O)N2CCCC2)c1 | 1.1%[50 µM]
CC(=O)Nc1ccc(NC(=O)C(C)OC(=O)C2CCN(S(=O)(=O)c3ccccc3C(F)(F)F)CC2)cc1 (stereo not given) | 0.9%[50 µM]
O=C1OC(c2ccccc2)Sc2ccccc21 (stereo not given) | 2.3%
Cc1cc(=O)[nH]c(SCC(=O)Nc2ccc(N3CCCCC3)cc2)n1 | 1.4%[50 µM]
CCOC(=O)C1=C(C)N(CCCC(=O)O)C(=O)NC1C(CC)CC (stereo not given) | 2.5%
Additional results follow:
SMILES | K1F lysis inhibition
CC(=O)O[C@H]1C[C@@H]2CC[C@@H]3[C@H](CC[C@@]4(C)[C@H]3C[C@H]([N+]3(C)CCCCC3)[C@@H]4OC(C)=O)[C@@]2(C)C[C@@H]1[N+]1(C)CCCCC1 | 1.6%
Cc1cc(O)cc2c1C1CCC3(C)C(O)CCC3C1C=C2 (stereo not given) | -0.6%
Cc1cccc(C)c1NC(=O)CNC(=O)c1ccc(NS(=O)(=O)c2ccc3[nH]c(=O)[nH]c3c2)cc1 | 2.6%[50 µM]
CN(C)C(=O)CSc1ccc(S(=O)(=O)N2CCOCC2)cn1 | 0.4%[50 µM]
Cc1cc(=O)oc2cc(OCC(=O)NC3(C#N)CCCCC3)c(Cl)cc12 | 0.8%[50 µM]
CCOC(=O)C1=CN(Cc2ccco2)S(=O)(=O)N(CC)C1c1cccc(OC)c1 (stereo not given) | 0.0%
CC(=O)c1ccc(S(=O)(=O)N2CCn3cccc3C2C)cc1 (stereo not given) | 0.8%[50 µM]
CCOC(=O)[C@H]1[C@H]2COc3ccc(Br)cc3[C@@H]2N2C(=O)c3ccc(F)cc3NC(=O)[C@@]12C | 0.7%
C[C@]12CC[C@H](O)CC1=CCC1C2CC[C@@]2(C)C1CC[C@@H]2NC(=O)[C@@H](N)Cc1ccccc1 (stereo not given in full) | -1.0%
CCN(CC)c1ccc(S(=O)(=O)N2CCOCC2)cc1NC(=O)COC(=O)/C=C/c1ccccc1 | -0.8%[50 µM]
CCN1CCN(c2ccc(Nc3ccnc4ccccc34)cc2)CC1 | 5.6%[50 µM]
Cc1cc(C)n2nc(C(=O)OCC(=O)c3ccccc3Cl)nc2n1 | 0.4%[50 µM]
O=C(c1ccc2c(c1)OCCO2)N1CCN(S(=O)(=O)c2c(F)cccc2F)CC1 | 0.5%
Cc1ccc(S(=O)(=O)N(CC(=O)Nc2cc(C)ccc2C)C(=O)N2CCN(C)CC2)cc1 | 1.4%[50 µM]
COc1ccc2c(c1)C(CC(=O)NN)CCC2 (stereo not given) | 3.1%
COc1ccc(C(=O)NC2CCCCCCC2)cc1OC | 0.4%
CCN(CC(=O)Nc1ccc(OC)cc1)C(=O)c1ccc(OCc2c(C)noc2C)cc1 | 0.4%[50 µM]
CC1CCCC(NC(=O)CN2C(=O)NC(c3ccccc3)(c3ccccc3)C2=O)C1C (stereo not given) | 0.4%[50 µM]
Cc1ccc(S(=O)(=O)N2CCOCC2)cc1C(=O)OC(C)C(=O)NC1CCCC1 (stereo not given) | 0.5%[50 µM]
O=C(CNC(=O)c1cc(Cl)cc([N+](=O)[O-])c1)OCC(=O)N1CCCCC1 | 1.0%[50 µM]
Cc1ccccc1C(=O)OCC(=O)NCC1COc2ccccc2O1 (stereo not given) | -1.5%
C/C=C(\C)C(=O)NCCN1C2=NC[C@@H](Cc3ccccc3)N2C[C@@H]1Cc1ccc(OC)cc1 | 2.0%
Cc1ccc(S(=O)(=O)N2CCC[C@H]2C(=O)OCC(=O)Nc2ccc3c(c2)OCO3)cc1 | 0.5%[50 µM]
Cc1cc(C(=O)CN2CCN(CC(=O)Nc3ccc(F)cc3)CC2)c(C)n1C1CC1 | 0.7%[50 µM]
COc1ccc(Br)cc1/C=C(\C(=O)O)c1ccc(S(=O)(=O)N2CCCC2)s1 | 0.5%
Following part:
SMILES | K1F lysis inhibition
CC(C)(C)OC(=O)C[C@H]1C/C=C\C[C@@H](CC(=O)N(CCO)Cc2ccccc2)C(=O)NC[C@H](c2ccccc2)OC1=O | 1.4%
O=C(CN1C(=O)NC2(CCCCCC2)C1=O)NCc1ccc(F)cc1 | 3.0%
CCN(C(=O)CN1CCC(C)CC1)c1c(N)n(Cc2ccccc2)c(=O)[nH]c1=O | 0.4%[50 µM]
COc1cc(/C=C/C(=O)OCC(=O)NCCN2C(=O)CSC2=O)ccc1OCC#N | 0.1%[50 µM]
O=C(CN1CCN(S(=O)(=O)c2ccc(Cl)c(Cl)c2)CC1)N1CCCCC1 | 0.5%[50 µM]
CCCCCCC(=O)N1CCN(c2cc3c(cc2F)c(=O)c(C(=O)O)cn3CC)CC1 | 1.3%
CN(C)C(CNC(=O)c1cccc(S(=O)(=O)Nc2ccc(Br)cc2)c1)c1ccco1 (stereo not given) | 1.4%[50 µM]
CCOC(=O)[C@H]1[C@H]2COc3ccc(OC)cc3[C@@H]2N2C(=O)c3ccc(Cl)cc3NC(=O)[C@@]12C | -0.2%
Nc1ccc(-c2cnc(N)c(C(=O)c3cccnc3)n2)cn1 | 1.2%
Cc1ccc(OCC(=O)NNC(=O)CSC(=S)N2CCCC2)cc1 | 1.4%[50 µM]
Cc1cccc(CNc2ccc(S(=O)(=O)N3CCCCC3)cc2)c1 | -0.2%[50 µM]
Nc1cccc2c1C(=O)c1ccc(Cl)cc1C2=O | 2.7%
O=S(=O)(c1ccc2c(c1)CCCN2)N1CCCCC1 | 1.3%[50 µM]
Nc1cc(C(=O)OCC(=O)Nc2ccc(N3CCOCC3)cc2)ccc1Cl | 0.3%[50 µM]
CCN(c1ccccc1)S(=O)(=O)c1ccc(Cl)c(NC(=O)CN2CCN(C)CC2)c1 | 0.3%[50 µM]
COc1ccc(NC(=O)CN(C)C(=O)c2ccc3ccccc3c2)cc1 | 1.8%[50 µM]
CC1CCCC(C)N1C(=O)COC(=O)CNC(=O)c1sc2ccccc2c1Cl (stereo not given) | 0.6%[50 µM]
COCCNC(=O)c1c(CSc2ccc(Cl)cc2)noc1C(=O)NCc1ccccc1 | 1.0%
O=C(c1cccc([N+](=O)[O-])c1)N1CCN(S(=O)(=O)/C=C/c2ccccc2)CC1 | 0.3%[50 µM]
CCCCN1CC[C@H]2C=CC[C@@H](C(=O)Nc3ccc(Cl)c(C(F)(F)F)c3)[C@H]2C1=O | 0.9%
